# L3MBTL1 block – qHTS Assay for the Inhibitors of L3MBTL1 | Potency, µM (doses to about 57.1 µM), without a hit: top-dose activity, negative = inhibition, actives largely listed as inhibitors | Lethal(3)malignant brain tumor-like protein 1 (Homo sapiens), Q9Y468 | AlphaScreen L3MBTL1–H3K9me1 peptide binding | 230,000 tested, 0.66% active | AID 485360, 2010; note: % is set by controls: 0 for no effect and ±100 for the full control effect; nearly all actives have a fitted effect of over 60% in size
#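 Displacement of a biotinylated histone H3(1-15) peptide monomethylated at Lys9 (75 nM) from L3MBTL1 (50 nM) was measured by AlphaScreen after a 30 min room-temperature compound incubation; cefsulodin titration served as intraplate control.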
# SMN2 splice enh – qHTS Assay for Enhancers of SMN2 Splice Variant Expression. Potency, µM (top dose mostly 46.1 µM), for the others: top-dose activity change, positive = activation, most hits filed as activators. HEK293 SMN2-luciferase splicing reporter, luminescence, 30-36 h. 210,000 tested, 2.8% active; note: % of control where 0% means no effect; nearly all actives have a fitted effect of over 55% in size
#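 qHTS luciferase splicing reporter: luminescence rises when SMN2 exon 7 is included in transfected HEK293 cells. Compound exposure lasted 30-36 h at 37C, with 4.5 mM final sodium butyrate as control, followed by a ONE-Glo read.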
# JMJD2E inh – qHTS Assay for Inhibitors of Human Jumonji Domain Containing 2E (JMJD2E) | Lysine-specific demethylase 4E (Homo sapiens), B2RXH2 | JMJD2E catalytic domain, FDH-coupled NADH fluorescence (FDH is formaldehyde dehydrogenase) | Potency, µM (top dose mostly 57.1 µM), for inactives: at the top dose activity change, negative = inhibition, most hits filed as inhibitors | 230,000 tested, 1.6% active | AID 2147, 2009; active = well fitted inhibition curve with a large enough effect, not every such curve was filed as active; inconclusive = small, poorly fitted or top-dose-only effect, or another doubt; inactive = no such curve, though single readings can be large or run the other way;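 note: 0% = wells with enzyme and -100% = buffer wells without enzyme; nearly all actives have a fitted effect of over 50% in size; many of its hits are not listed in these tables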
# Target sequence (B2RXH2 1-337 limits assumed): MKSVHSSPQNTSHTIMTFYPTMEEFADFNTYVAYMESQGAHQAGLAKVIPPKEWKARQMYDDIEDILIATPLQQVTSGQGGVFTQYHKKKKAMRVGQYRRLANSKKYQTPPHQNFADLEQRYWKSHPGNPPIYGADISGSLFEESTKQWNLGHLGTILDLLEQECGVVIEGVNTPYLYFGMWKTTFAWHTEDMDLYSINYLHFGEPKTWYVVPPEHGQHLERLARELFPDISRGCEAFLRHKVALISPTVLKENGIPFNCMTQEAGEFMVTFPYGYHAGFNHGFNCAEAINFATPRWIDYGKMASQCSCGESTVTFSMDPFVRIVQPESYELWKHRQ
# Lamin A splicing – qHTS Assay for Modulators of Lamin A Splicing. 200,000 tested, 0.01% active. AID 1487, 2009. Potency, µM (titrated, usually from 46.1 µM), without a hit: at the top dose ratio change, negative = inhibition, actives largely listed as inhibitors. HeLa LMNA splicing GFP/RFP minigene ratio, 48 h; active = well fitted inhibition curve with a large enough effect in the signal ratio, with a control signal flat, not every such curve was filed as active; inconclusive = small, poorly fitted or top-dose-only effect, or effect the other way, or a change in a side signal; the % refers to the signal ratio; note: % is set by controls: 0 for no effect and ±100 for the full control effect
#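 Read-out is the ratio of GFP to DsRed2 object intensity, acquired by 488 nm laser-scanning cytometry on HeLa lamin A-EGFP minigene reporter cells. Compound incubation 48 hrs at 37 °C in Opti-MEM with 2% FBS; DMSO 0.5% final.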
# KinaseGlo FLuc – Counterscreen for Luciferase (Kinase-Glo TM) Inhibition | Kinase-Glo luciferase, ATP luminescence, 8 min | 200,000 tested, 0.28% active | Potency, µM (series often up to 38.3 µM), inactives show at the top dose activity change, negative = inhibition, actives largely listed as inhibitors | Luciferin 4-monooxygenase (Photuris pensylvanica), Q27757 | AID 1379, 2008; note: % is set by controls: 0 for no effect and ±100 for the full control effect; nearly all actives have a fitted effect of over 60% in size
#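 Substrate mix (final 50 mM imidazole pH 7.2, 50 mM KCl, 7 mM MgCl2, 10 uM ATP, 0.01% Tween 20, 0.05% BSA) plus pin-tool compound, then Kinase-Glo detection mix; 8 min ambient, luminescence read.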
# RECQ1 inh – qHTS Assay for Inhibitors of RecQ-Like Dna Helicase 1 (RECQ1). RECQ1 DNA unwinding, red fluorescence kinetic read. 240,000 tested, 0.54% active. AID 2549, 2010. Potency, µM (series often up to 57.3 µM), inactives show at the top dose activity, negative = inhibition, usual class: inhibitors;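 note: plate controls were vehicle for no effect and no enzyme for full effect; nearly all actives have a fitted effect of over 30% in size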
#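 RECQ1T1 50 nM; forked duplex (20 bp + 30-nt ss tails) 200 nM, ATP 2 mM final; pH 8.0, 2 mM MgCl2, 2.5 ug/ml poly(dI-dC); 15 min compound preincubation; discontinuous kinetic read over 2 h at RT.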
# ALDH1A1 block – qHTS Assay for Inhibitors of Aldehyde Dehydrogenase 1 (ALDH1A1); 220,000 tested, 7.3% active; Purified ALDH1A1, NADH fluorescence, propionaldehyde substrate; Aldehyde dehydrogenase 1A1 (Homo sapiens), P00352; Potency, µM (titrated, usually from 75.3 µM), without a hit: at the top dose activity, negative = inhibition, most hits filed as inhibitors; AID 1030, 2008; active = well fitted inhibition curve with a large enough effect, not every such curve was filed as active; inconclusive = small, poorly fitted or top-dose-only effect, or another doubt; inactive = no such curve, though single readings can be large or run the other way;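 note: plate controls were no enzyme wells and a reference inhibitor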
# Target sequence (P00352 whole entry, looked up): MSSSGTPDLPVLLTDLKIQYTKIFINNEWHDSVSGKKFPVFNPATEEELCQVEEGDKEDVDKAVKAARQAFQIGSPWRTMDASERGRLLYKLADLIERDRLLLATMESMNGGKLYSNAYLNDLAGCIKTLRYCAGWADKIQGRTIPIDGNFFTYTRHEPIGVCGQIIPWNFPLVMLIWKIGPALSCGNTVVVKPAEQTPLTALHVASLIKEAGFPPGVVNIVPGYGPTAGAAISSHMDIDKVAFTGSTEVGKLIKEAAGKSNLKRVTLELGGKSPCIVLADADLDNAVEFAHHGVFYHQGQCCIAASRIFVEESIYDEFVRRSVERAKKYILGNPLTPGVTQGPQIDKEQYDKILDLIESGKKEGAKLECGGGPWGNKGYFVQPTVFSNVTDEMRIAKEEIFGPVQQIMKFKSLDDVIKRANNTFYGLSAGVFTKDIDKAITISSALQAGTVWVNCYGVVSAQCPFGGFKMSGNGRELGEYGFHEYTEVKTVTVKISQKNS
# Tau ThT inhib – qHTS for Inhibitors of Tau Fibril Formation, Thioflavin T Binding. Microtubule-associated protein tau (Homo sapiens), P10636. recombinant tau K18 P301L (four-repeat tau fragment), heparin-induced fibrillization, ThT fluorescence. Potency, µM (series often up to 57.4 µM), inactives show top-dose activity, negative = inhibition, hits mostly inhibitors. 270,000 tested, 2.1% active. AID 1460, 2008; note: % is set by controls: 0 for no effect and ±100 for the full control effect; nearly all actives have a fitted effect of over 55% in size
# Target sequence (P10636 561-689 P618L limits assumed): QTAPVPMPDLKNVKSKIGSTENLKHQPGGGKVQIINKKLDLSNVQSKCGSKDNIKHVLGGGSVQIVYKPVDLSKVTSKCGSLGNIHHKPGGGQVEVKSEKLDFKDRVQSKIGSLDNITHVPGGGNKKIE
#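 In this qHTS, human K18 P301L tau is incubated with compound and heparin for 6 hr at 37 C, and Thioflavin T fluorescence then reports fibril load.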
# Numbers without * were called inactive; i = inactive; ? = inconclusive; · = no result given; & = joins results of further samples; ! = repeats disagree; [ ] = remark or other dose. Unless noted, calls come from the whole dose curve; as a rule, active = well fitted curve in the direction sought with a large enough effect; inconclusive = small, poorly fitted or top-dose-only effect, or another doubt; inactive = no such curve, though single readings can be large; an effect the other way counts as inactive or inconclusive. Potency is the fitted concentration of half-maximal effect.
SMILES,L3MBTL1 block,SMN2 splice enh,JMJD2E inh,Lamin A splicing,KinaseGlo FLuc,RECQ1 inh,ALDH1A1 block,Tau ThT inhib
Cc1nnc(NC(=O)C(C)Oc2ccc3c(C)cc(=O)oc3c2)s1 (stereo not given),-1%,?,?,11%,-2%,-18%,?,-6%
CC(C)CCn1nnnc1C(c1ccccc1)N1CCC(C(N)=O)CC1 (stereo not given),0%,20%,1%,-11%[0.0737 µM],1%,0%,?,-3%
Cn1nc(C(=O)NCc2cccs2)c2ccccc2c1=O,-3%,-5%,8%,3%,1%,i,-21%,8%
CN(C)c1nc(OCCNC(=O)Nc2ccccc2)nc(N2CCOCC2)n1,·,-21%,3%,-14%,2%,i,2%,-6%
c1ccc(C(c2ccccc2)N2CCN(c3nc4ccccc4n4cnnc34)CC2)cc1,12%,·,-4%,?,·,i,14µM*,-17%
COC(C(=O)Nc1cccc([N+](=O)[O-])c1)c1ccccc1 (stereo not given),6%,-6%,-3%,·,0%,-7%,20µM*,2%
COc1ccc(-c2nsc(SCC(=O)NCC3CCCO3)n2)cc1 (stereo not given),1%,-24%,?,?,0%,-3%,25µM*,-15%
Cc1noc(C)c1S(=O)(=O)Nc1ccc(C(=O)N2CCC(C)CC2)cc1,·,-15%,-4%,18%[46 µM],0%,-2%,5%,-3%
CCSC1=C(C#N)C(c2ccc(C)o2)CC(=O)N1 (stereo not given),-9%,·,4%,·,·,16%,·,-3%
O=C(CC1SC(=Nc2ccc(O)cc2)NC1=O)Nc1ccccc1 (stereo not given),5%,·,-1%,·,·,-5%,·,-2%
CCOC(=O)c1cc2sccc2n1CCCN1C(=O)c2ccccc2C1=O,14%,-14%,-3%,-3%,3%,i,?,-13%
CCCN(C(=O)c1ccco1)c1nnc(-c2cccc(C)c2)s1,-7%,·,-26%,-8%[46 µM],-1%,-8%,?,-16%
Cc1cc(C(=O)C(C)OC(=O)C2=NNC(=O)CC2)c(C)n1-c1ccc(OC(F)F)cc1 (stereo not given),·,·,-2%,?,1%,i,-8%,-9%
O=C(CSc1ncnc2c1cnn2CCO)Nc1cccc(C(F)(F)F)c1,8%,1%,-1%,?,-2%,-7%,3%,-12%
CC1CCC(NC(=O)C2CC(=O)N(c3ccc4c(c3)OCCO4)C2)CC1 (stereo not given),9%,5%,-3%,-2%[46 µM],0%,-14%,0%,-7%
O=C(c1cc2c(s1)CCC2)N1CCN(c2ccccc2)CC1,·,7%,4%,-14%,-5%,11µM*,?,-12%
O=C(Nc1ccc(F)cc1)Nc1ccc(Oc2ncnc3cc(Cl)ccc23)nc1,1%,·,2%,·,·,-2%,·,3%
CCCCC1=CC2=CC(=O)C(C)(OC(=O)CC)C(=O)C2=CN1C1CCCC1 (stereo not given),·,-13%[9.22 µM],?,-1%[9.22 µM],-2%[7.66 µM],-13%[11.5 µM],7%[13.5 µM],-7%[11.5 µM]
O=C(CSc1cccc[n+]1[O-])N1CCCc2ccccc21,5%,18%,-7%,4%[46 µM],4%,-3%,-4%,1%
O=C(NCc1cccs1)C1CC(=O)N(c2ccccc2)C1 (stereo not given),5%,-10%,-4%,-2%,0%,4%,1%,-7%
COc1ccccc1NC(=O)c1cccc(S(=O)(=O)N2CCOCC2)c1,-1%,-15%,1%,0%,1%,-8%,5%,1%
COc1ccc(CNC(=O)CN(c2cccc(OC)c2)S(C)(=O)=O)cc1,2%,-17%,0%,15%,-2%,-5%,7%,-1%
COC(=O)c1ccccc1NC(=O)c1ccc(F)cc1,·,·,0%&0%,·,-2%,-1%&-8%,-6%,-10%
COc1cc(OC)c(OC)cc1/C=N/NC(=O)c1cccc(S(=O)(=O)N2CCOCC2)c1,-6%,8%,-4%,·,0%,-9%,-6%,-14%
O=S(=O)(Nc1nc2ccccc2nc1NCc1ccco1)c1ccc(F)cc1,-5%,·,?,·,·,i,·,-16%
# (more compounds)
SMILES,L3MBTL1 block,SMN2 splice enh,JMJD2E inh,Lamin A splicing,KinaseGlo FLuc,RECQ1 inh,ALDH1A1 block,Tau ThT inhib
CCOC(=O)C1C(=O)C=C(c2ccc(C)cc2)CC1c1ccccc1 (stereo not given),4%,-13%,-8%,?,-3%,i,-10%,-17%
COCC(=O)Nc1ccc(OC)c(Cl)c1,-3%,·,-4%,·,·,i,-6%,0%
COc1ccc(S(=O)(=O)CCC(=O)Nc2ccc(OC)cc2OC)cc1,?,1%,-2%,-12%,2%,1%,?,7%
CC(=O)c1ccc(NC(=O)CSc2nnc(Cn3cnc4ccccc43)o2)cc1,1%,·,-6%,21%[46 µM],-2%,-9%,-8%,-14%
OC(CNC1CCCC1)COc1ccc(-c2ccccc2)cc1 (stereo not given),-6%,-8%,-2%,?,0%,i,7%,-4%
COc1ccc(C)cc1NC(=O)c1cc2c(s1)CCC2,22%,?,?,-3%,-5%,-4%,-15%,-19%
O=C(COC(=O)Cc1ccc2c(c1)OCCO2)Nc1ccc(S(=O)(=O)N2CCCC2)cc1,·,25%,-2%,-11%,-2%,i,?,-7%
CCCCCC[C@@H]([C@@H](C)O)n1cnc2c(N)ncnc21,·,25%&-37%&-35%,13µM*!,?,-2%&0%,-2%,-2%&3%,-3%&-1%&-3%&-8%
COC(=O)[C@H](Cc1ccccc1)NC(=O)O[C@@H]1C(=O)c2cc(Br)ccc2O[C@H]1c1ccc2c(c1)OCO2,·,8%,-6%,·,0%,-11%,?,-9%
CSc1ncccc1C(=O)OCC(=O)c1cccs1,9%,5%,8%,?,-4%,i,-14%,0%
Cc1cc(Cl)ccc1NC(=S)N(CCCN1CCOCC1)Cc1cccs1,2%,1%[1.84 µM],-3%,-6%,-3%,-13%,-13%,-4%
COC(=O)c1c(S(C)(=O)=O)nc(-c2ccccc2)[nH]c1=O,10%,?,24%,-12%,14%,-1%,3%,-14%
CCC1(CC)NC(=O)N(CC(=O)NCc2ccc3c(c2)OCO3)C1=O,·,-15%,-3%,0%,-3%,i,2%,-8%
COCCNc1oc(COc2cccc(C)c2)nc1C#N,-4%,13%,5%,-11%,0%,-13%,12%,4%
CCOC(=O)c1c(C)[nH]c(C)c1C(=O)COC(=O)[C@@H]1CCCN1S(=O)(=O)c1ccc(Cl)cc1,·,-33%[inhibitor],-4%,8%,7%,-4%,-1%,-18%
CN1CCc2c(c3ccccc3n2Cc2ccccc2)C1,-14%,24%,-8%,?,3%,20%,?,11%&-21%
Cc1ccnc(NC(=O)Cc2ccc([N+](=O)[O-])cc2)c1,2%,21%,-5%,18%[46 µM],-5%,i,0%,-5%
CCCCOC(=O)c1ccc(NC(c2ccc(C)cc2)P(=O)(OC)OC)cc1 (stereo not given),3%,-14%,-25%,-8%,4%,18µM*,-1%,?
CCCS(=O)(=O)N1CCC(C(=O)N2CCCC2)CC1,5%,2%,5%,-7%,-2%,-4%,11%,-1%
Nc1ccc(-c2cc(N)n(-c3ccccc3)n2)cc1,-15%,?,-3%,4%,-28%,-1%,11µM*,10%
CN(C1=NC(=O)C(CC(=O)O)S1)c1ccc(O)cc1 (stereo not given),-1%,14%,-5%,7%[46 µM],2%,23%,14%,2%
CCOc1ccc(NC(=O)CCCOc2cc(=O)n(C)c3ccccc23)cc1,0%,11%&18%,11%,8%,-1%,-3%,3%,-18%&-10%
Cn1c(CN2CCCCC2)nc2cc(NC(=O)c3ccccc3)ccc21,-2%[11.4 µM],-20%,9%,1%,1%,4%,5%,-5%
CC(=O)Nc1ccc(C(C#N)c2ccccc2)cc1 (stereo not given),-2%,·,-1%,9%[46 µM],0%,-7%,14µM*,1%
O=c1c(O)c(-c2ccc(O)c(O)c2)oc2c(OC3OC(CO)C(O)C(O)C3O)c(O)cc(O)c12 (stereo not given),·,1%,2%,·,-1%,15%,?,14µM*
# The listing continues.
SMILES,L3MBTL1 block,SMN2 splice enh,JMJD2E inh,Lamin A splicing,KinaseGlo FLuc,RECQ1 inh,ALDH1A1 block,Tau ThT inhib
O=C(c1ccc(Cn2cc(Cl)cn2)cc1)N1CCN(c2ccccc2)CC1,·,0%,-2%,?,-3%,11%,-3%,-9%
O=C(NCc1ccco1)Nc1ccc2nsnc2c1,-6%,13%,?,22%,1%,-3%,?,?
O=C(O)C1CC(C2CCCCN2)CN2CCCCC12 (stereo not given),·,8%,-1%,-4%,-1%,-2%,5%,-11%
C[C@@H](C1[C@@H](O)CC2C3C=CC4C[C@@H](O)CC[C@]4(C)[C@H]3CC[C@@]21C)[C@@H]1CCCCN1 (stereo not given in full),·,10%,3%,·,-2%,i,4%,-8%
CC(C)Cn1c(N)c(C(=O)COC(=O)c2ccc(Cl)cc2)c(=O)n(C)c1=O,6%,-12%,11%,13%[9.22 µM],0%,-13%,8%,1%
CN(NC1OC(=O)c2ccccc21)c1ccc(Cl)cc1[N+](=O)[O-] (stereo not given),-5%,·,-2%,·,·,-10%,·,?
CCCC(=O)Nc1ccc(NC(=O)Cc2ccccc2)cn1,1%,-14%,0%,3%,-2%,i,3%,-5%
CCOC(=O)c1c(C)c(-c2ccccc2)n(CC(=O)NCCC(C)C)c1C,4%,20%,-5%,1%,5%,-6%,1%,-15%

# Screening data deposited in PubChem BioAssay by National Center for Advancing Translational Sciences (NCATS).

# These rows are one share of the data. The share of hits here may be higher or lower than overall.
